Compound activity from PubChem.
HCMV antiviral – inhibitors of human cytomegalovirus; HFF cells, HCMV-luciferase reporter, 72 h; active compounds read low; activity change, negative = inhibition, % at 57.5 µM; 4.5% of 410,000 active; AID 1259415; in the data active = activity change below about -60%; inconclusive = no clear call, values can overlap the other calls; inactive = above about -39%; also: % is scaled to controls: 0 for no effect and ±100 for the full control effect
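Two-dose cell screen: HFF monolayers treated with compounds and infected with luciferase-expressing HCMV at 1 PFU/cell, 72 h at 37C, then lysed for luciferase measurement.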
AMA1 RON2 block – disrupts binding of P. falciparum AMA1 to RON2; AlphaScreen AMA1-biotinylated RON2 peptide binding; Potency, µM (series often up to 58.2 µM), for inactives: at the highest dose activity change, negative = inhibition, usual class: inhibitors; 0.2% of 360,000 active;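 also: potency is read from the fitted curve at half-maximal effect; 0% = vehicle wells and -100% = peptide control; nearly all actives have a fitted effect of over 45% in size; some results filed as inactive show a strong effect at the top dose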
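AMA1 (3D7) with his tag at 25 nM final met compounds first, then biotinylated RON2 peptide at 25 nM; detection used donor plus acceptor beads, 10 µg/mL apiece, read by AlphaScreen after 30 min at room temperature.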
AmpC detergent – blocks E. coli AmpC beta-lactamase in detergent assay. P00811. AmpC hydrolysis of nitrocefin, absorbance 480 nm, 0.01% Triton. Potency, µM (highest dose often 114 µM), for the others: top-dose activity change, negative = inhibition, usual class: inhibitors. 0.041% of 370,000 active;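 also: potency is read from the fitted curve at half-maximal effect; 0% = no-compound wells and -100% = no-enzyme wells; nearly all actives have a fitted effect of over 25% in size; some results filed as inactive show a strong effect at the top dose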
Target sequence (P00811 whole entry, looked up): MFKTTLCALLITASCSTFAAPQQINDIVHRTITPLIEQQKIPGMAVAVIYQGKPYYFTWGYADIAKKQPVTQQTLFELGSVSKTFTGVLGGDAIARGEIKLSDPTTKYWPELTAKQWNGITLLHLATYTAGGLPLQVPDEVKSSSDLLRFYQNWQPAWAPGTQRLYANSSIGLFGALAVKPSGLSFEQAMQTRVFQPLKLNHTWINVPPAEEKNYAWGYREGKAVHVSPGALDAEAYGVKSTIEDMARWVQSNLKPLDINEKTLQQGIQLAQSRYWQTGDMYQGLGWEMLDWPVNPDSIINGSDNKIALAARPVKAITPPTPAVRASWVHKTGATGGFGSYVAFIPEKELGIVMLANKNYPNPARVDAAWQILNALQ
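20 mM phosphate pH 7.0 + 0.01% (detergent screen) or 0.0001% Triton X-100; 5.3 nM AmpC reagent; cpd preinc 15 min RT; nitrocefin (800 uM stock) to start; A480 q20 s × 4 min; Activity was normalised to no-enzyme and no-compound control wells.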
AmpC inh no detg – AmpC beta-lactamase inhibition without detergent | P00811 | AmpC nitrocefin hydrolysis, absorbance 480 nm, 0.0001% Triton | Potency, µM (doses to about 57.1 µM), for the others: at the highest dose activity change, negative = inhibition, most hits filed as inhibitors | 0.52% of 330,000 active | AID 485341;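 also: potency is read from the fitted curve at half-maximal effect; plate controls were no compound for no effect and no enzyme for full effect; nearly all actives have a fitted effect of over 20% in size; some results filed as inactive show a strong effect at the top dose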
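20 mM phosphate pH 7.0 + 0.01% (detergent screen) or 0.0001% Triton X-100; 5.3 nM AmpC reagent; cpd preinc 15 min RT; nitrocefin (800 uM stock) to start; A480 q20 s × 4 min; Activity was normalised to no-enzyme and no-compound control wells.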
Shiga toxin inh – Shiga toxin inhibition; Vero cells, Shiga toxin protein synthesis inhibition reporter; inhibition, % at 38.7 µM; 9.2% of 290,000 active; in the data active = inhibition mostly above about 28%, no sharp cut-off; inactive = mostly below about 43%; also: 0% is about no effect
CHX counter – affects cycloheximide protein synthesis inhibition readout, counter-screen; cell reporter, cycloheximide protein synthesis inhibition counterscreen; max response, %; 12% of 300,000 active; AID 2314; in the data active = max response mostly above about 13%, no sharp cut-off; inactive = mostly below about 14%; also: read at 38.3 µM for the half of the compounds with a filed dose; 0% is about no effect
Giardia FBPA inh – Giardia lamblia aldolase inhibition; A8B2U2; purified Giardia FBPA; Potency, µM (series often up to 59.6 µM), for inactives: at the top dose activity, negative = inhibition, actives largely listed as inhibitors; 0.71% of 290,000 active; AID 2451; also: potency is read from the fitted curve at half-maximal effect; % is scaled to controls: 0 for no effect and ±100 for the full control effect; nearly all actives have a fitted effect of over 55% in size
Target sequence (A8B2U2 whole entry, looked up): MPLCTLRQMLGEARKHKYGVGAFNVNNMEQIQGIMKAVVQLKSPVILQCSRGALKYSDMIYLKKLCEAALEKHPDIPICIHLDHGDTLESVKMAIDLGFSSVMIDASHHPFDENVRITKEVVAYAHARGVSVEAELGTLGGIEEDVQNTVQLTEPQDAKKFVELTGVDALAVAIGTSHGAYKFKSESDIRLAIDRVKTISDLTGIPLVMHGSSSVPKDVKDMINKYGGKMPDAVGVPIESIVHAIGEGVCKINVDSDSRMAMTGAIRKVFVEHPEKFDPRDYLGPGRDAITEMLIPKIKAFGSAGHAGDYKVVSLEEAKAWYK
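40 nM FBPA preincubated 10 min at RT with compound (up to 57.5 uM final), then substrate plus GAPDH/TPI/NAD/arsenate coupling and diaphorase/resazurin added. Fluorescence read after 20 min at RT, 525/598 nm.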
* hit, by the source's call; ? = inconclusive; / = no result given; & = joins results of further samples; ! = a repeat was not active; [ ] = remark or other dose. Unless noted, calls follow the shape of the dose curve; as a rule, active = well fitted curve in the direction sought with a large enough effect; inconclusive = small, poorly fitted or top-dose-only effect, or another doubt; inactive = no such curve, though single readings can be large; an effect the other way counts as inactive or inconclusive.

SMILES | HCMV antiviral | AMA1 RON2 block | AmpC detergent | AmpC inh no detg | Shiga toxin inh | CHX counter | Giardia FBPA inh
Cc1ccc(NC(=O)CCNC(=O)Cn2cnc3ccccc3c2=O)cc1F | 14 | -12% | 0% | 8% | -5 | -4 | -3%
NS(=O)(=O)c1cccc(NC(=O)CSc2ccccn2)c1 | -3 | 0% | -2% | -12% | 51 | 28* | -1%
CC(=O)NC(NC(=S)Nc1ccc(N=Nc2ccccc2)cc1)C(Cl)(Cl)Cl (stereo unspecified) | -26 | -26% | 3% | -30% | 71* | 60* | -6%
Fc1ccc2c(c1)nnn2C1CCN(Cc2ccccc2)CC1 | -38 | 0% | -3% | -25% | -16 | 11 | 3%
Cc1ccc(C(C(=O)NC(C)(C)C)N(CC2CCCO2)C(=O)Cn2nnc(-c3ccc(C)o3)n2)cc1 (stereo unspecified) | 3 | -4% | -9% | 62%[activator] | 34 | -4 | 3%
COc1ccc(N(C(C)C(=O)N/N=C/c2ccc(OC)c(OC)c2)S(C)(=O)=O)cc1 (stereo unspecified) | -4 | 41%[activator] | 1% | -7% | 15 | -7 | 2%
Cc1ccc(S(=O)(=O)NCCSCc2ccco2)cc1 | -29 | -3% | 6% | -16% | -14 | -2 | -2%
Cc1cc(Cl)c(S(=O)(=O)N2CCN(c3ccccn3)CC2)cc1OCC(N)=O | -36 | -15% | -6% | 120%[activator] | -3 | 8 | 8%
CNS(=O)(=O)c1ccc(NC(=O)c2ccccn2)cc1 | 57 | -7%[2.32 µM] | ? | -22% | 23* | 63* | -3%
O=C(COc1ccc(C(=O)c2ccccc2)cc1)NCC1CCCCC1 | -22 | 2%[11.6 µM] | -9% | 15% | -10 | 0 | -1%
Nc1c(C(=O)NCc2ccccc2)nnn1Cc1ccccc1 | -32 | 2% | ? | -46% | -18 | -5 | 3%
O=c1c2cc(N3CCOCC3)ccc2[nH]c(=S)n1CCCN1CCN(c2ccccc2F)CC1 | / | / | 4% | -9% | 0 | 0 | 0%
C=CCc1c(C)c(C#N)c2nc3ccccc3n2c1NCCN(C)C | -1 | 0% | ? | -12% | 10 | -3 | 9%
CCCn1c(SCC(=O)NC2CCCCC2)nnc1-c1ccco1 | 16 | 9% | -3% | 0% | -4 | -6 | -10%
CCOC(=O)C1CN(C(C)(C)C)C(=O)C1=O (stereo unspecified) | 3 | -16% | ? | 1% | -11 | -2 | -6%
CCN(c1ccccc1)S(=O)(=O)c1ccc(Cl)c(NC(=O)CNC(C)c2ccccc2)c1 (stereo unspecified) | -8 | 13% | / | -3% | / | / | /
Cc1cccc(C)c1NC(=O)/C(C#N)=C/c1cccs1 | -7 | -17% | -6% | -13% | -2 | -1 | 6%
Cn1cc(CN(Cc2ccccn2)C[C@@H]2CCC(=O)N2)c(-c2ccccc2F)n1 | 4 | 105%[activator] | 4% | 2% | 22 | -2 | -6%
Cc1cn[nH]c1 | -16 | 4% | -17% | -13% | / | / | -4%
COc1cccc(CC(=O)OCC(=O)NC(C)c2ccc(F)cc2)c1 (stereo unspecified) | 10 | 8% | -2% | -2% | / | / | /
Cc1ccc(S(=O)(=O)Oc2ccc(/C=N/N=C3/NC(=O)C(CC(=O)O)S3)cc2)cc1[N+](=O)[O-] (stereo unspecified) | -3 | 22% | 1% | -19% | -25 | -3 | /
Nc1nc(SCC(=O)N2N=C(c3ccc(Cl)cc3)CC2c2ccco2)n[nH]1 (stereo unspecified) | 11 | 7% | -8% | 1% | -14 | -1 | -4%
COc1ccc(CCNC(=O)C(=O)NCCCN2CCOCC2)cc1 | -29 | 5% | -7% | 18% | -6 | 15 | 19%
CC(C)(C)C(=O)Nc1ccccc1C(=O)N1CCCC1 | -9 | -9% | 7% | -11% | -6 | 1 | 3%
COCCCn1c(=NC(=O)c2ccc3c(c2)OCO3)c(C#N)cc2c(=O)n3cccc(C)c3nc21 | / | / | ? | -3% | -12 | -6 | -3%
O=C(CCCCCCCC(=O)NNC(=O)Nc1ccccc1)NNC(=O)Nc1ccccc1 | -30 | 28% | -9% | -45% | -8 | -1 | -3%
Nc1nnc(-c2cc3c(ccc4ccccc43)oc2=O)s1 | / | / | 1% | -22% | 23 | 6 | -3%
Cn1c(=O)[nH]c(=O)c2c1nc(N1CCCCC1)n2CCSc1nc2ccccc2o1 | 5 | -4% | -12% | -2% | -12 | -1 | -12%
O=C(NCc1ccccc1)Nc1cccn(Cc2cccc(F)c2)c1=O | -40 | 5% | ? | -31% | 4 | 6 | -4%
Cc1nnc(SCC(=O)N/N=C/c2ccc(-c3ccc(C)c(Cl)c3)o2)s1 | -65* | 22% | 1% | -5% | 40 | 17* | -5%
Cc1ccc(N2CC(C(=O)Nc3ccc(S(=O)(=O)Nc4nccc(C)n4)cc3)CC2=O)cc1 (stereo unspecified) | ? | 3% | -3% | -28% | -9 | -3 | 7%
CN(C(=O)CSc1nncn1-c1ccccc1)C1CCS(=O)(=O)C1 (stereo unspecified) | / | -3% | -15% | -25% | / | / | /
COc1ccc(C2/C(=C(/O)c3ccccc3)C(=O)C(=O)N2c2ccccn2)cc1 (stereo unspecified) | 31 | -1% | -9% | -5% | / | -2 | -12%
CCOC(=O)c1c(C)[nH]c(C(=O)OCC(=O)N2CCN(S(=O)(=O)c3ccccc3)CC2)c1C | 5 | 5% | ? | -3% | -8 | -3 | 3%
Cc1cc(F)ccc1NC(=O)CCc1c(C)nn(-c2ccc(N3CCCCC3)nn2)c1C | 0 | -9% | ? | 63%[activator] | -3 | -3 | 4%
COc1ccc(S(=O)(=O)Nc2ccc(S(=O)(=O)N3CCCCC3)cc2)cc1C | 5 | 4% | ? | -34% | 20 | -1 | 13%
CCOC(=O)c1oc2ccccc2c1COC(=O)CNC(=O)c1ccc(C)cc1 | -14 | -8% | ? | -16% | / | / | /
O=C(CSc1nc2ccccc2c(=O)n1CC1CCCO1)NCC1CCCO1 (stereo unspecified) | 8 | 1% | ? | -6% | -26 | -3 | 4%
N=C1C(c2ccccc2)=C(O)CN1Cc1ccco1 | -19 | -1% | 1% | -11% | 9 | 2 | 6%
CC(C)n1c(N2CCN(CC(=O)NCc3cccs3)CC2)nc2ccccc21 | -14 | 17% | -7% | 67%[activator] | -27 | 2 | -1%
COc1ccc(CNC(=O)c2cc3cc(OC)ccc3oc2=O)cc1 | -104*! | 26% | -17%&1% | -19% | -11 | -3 | 17%
CCC(C)(C)NC(=O)CN(C(=O)CCC(=O)Nc1nccs1)c1ccc(C)cc1 | -37 | 0% | 3% | 23% | -5 | -3 | 5%
CCN(CC)c1ccc(NC(=O)CSc2nc3ccccc3c(=O)n2-c2cc(S(=O)(=O)N(C)C)ccc2C)cc1 | -25 | ? | -7% | 14% | -4 | 1 | -5%
Clc1cccc2sc(N3CCCCC3)nc12 | 92 | 7% | 0% | -13% | 82* | 32* | -1%
COc1ccc(NC(=O)/C=C/c2ccc(Br)o2)cn1 | ? | 0% | -7% | -29% | 86* | 20* | ?
O=C(c1cccnc1)N1CCC(Oc2ccc(C(=O)N3CCCC(O)C3)cc2)CC1 (stereo unspecified) | -23 | 5% | 3% | -11% | -12 | -3 | 3%
Cc1ccc(C(=O)C(=S)N2CCOCC2)cc1 | 6 | 0% | ? | -15% | 14 | -4 | 5%
CC(C)CC(=O)NC(=S)Nc1ccccn1 | -10 | 0% | 1% | 2% | 44 | 26* | -29%
COc1ccc(S(=O)(=O)N2CCOCC2)cc1NC(=O)c1c(-c2ccccc2)noc1C | -15 | -12% | 0% | 68%[activator] | / | / | /
COc1ccc(C(=O)Nn2c(C)nc3ccccc3c2=O)cc1 | 39 | -5% | 1% | -17% | -4 | 15 | 8%

New compounds follow.
SMILES | HCMV antiviral | AMA1 RON2 block | AmpC detergent | AmpC inh no detg | Shiga toxin inh | CHX counter | Giardia FBPA inh
COc1ccc(-n2cc3ccc([N+](=O)[O-])cc3n2)cc1 | -96* | -15% | 3% | -24% | 115* | 37* | -6%
COc1cc(C2C(C(=O)/C=C/c3ccccc3)=C(O)C(=O)N2c2ccccn2)ccc1O (stereo unspecified) | -32 | 15% | -3% | -21% | 25 | -1 | -22%
CCN(CC)CCN1c2ccccc2Sc2ccccc21 | 21 | -7% | ? | 3% | -11 | -4 | /
CC(=O)Oc1cccc(N2C(=O)C3CC=CCC3C2=O)c1 (stereo unspecified) | 62 | -1% | -5% | -19% | -11 | -4 | 4%
O=C(O)C1CCN(c2ccc(Cl)nn2)CC1 | 29 | -4% | 3% | -7% | 14 | -2 | 2%
CN1C(=O)C2(OCC(CO)([N+](=O)[O-])CO2)c2ccccc21 (stereo unspecified) | 108 | 25% | -2% | -8% | 51* | 14* | 12%
Cc1cc(C(=O)Nc2ccccc2C(=O)O)ccc1NC(=O)COc1cccc(C)c1C | -16 | -14% | 5% | -17% | 13 | 16 | /
Cc1ccc(-n2c(C)cc(/C=N\NC(=O)CC(=O)NC(C)C)c2C)cc1 | ? | 60%[activator] | -1% | -8% | 21 | -4 | -3%
CCOc1cccc(CN2CCCC(C(=O)c3cccc(C(F)(F)F)c3)C2)c1O (stereo unspecified) | 5 | -27% | 2% | 94%[activator] | -2 | 0 | -9%
c1cncc(-c2cnc3ccccc3c2)c1 | 44 | 11% | -1% | -6% | / | / | /
CCN1CCN(C(c2cccnc2)c2cc(Cl)c3cccnc3c2O)CC1 (stereo unspecified) | 9 | -84% | -7% | -1% | 8 | 2 | ?
O=C(c1cnn2c(C(F)F)cc(-c3ccccc3)nc12)N1CCN(Cc2ccc3c(c2)OCO3)CC1 | -25 | -25% | 6% | 179%[activator] | -11 | -5 | 8%
COc1ccc(NC(=O)CSCC(=O)NCc2cccc(C(F)(F)F)c2)cc1 | -16 | -9% | -1% | -7% | / | / | /
CCn1c(SCC(=O)Nc2ccccc2C(=O)OC)nnc1-c1ccc(N)cc1 | -12 | -8% | -7% | 0% | -5 | 1 | -3%
Cc1ccc(CSc2nc3c(c(N(C)C)n2)CCCC3)cc1 | -35 | 49%[activator] | -8% | -25% | 5 | 6 | 3%
CC(C)(C)C(=O)N1CCN(c2ccc(Cl)cc2[N+](=O)[O-])CC1 | 6 | -21% | -14% | 8% | 33* | 25* | 2%
Cc1occc1C(=O)N/N=C/C=C/c1ccccc1 | -24 | 74%[activator] | ? | -27% | 85 | 41* | -20%

An excerpt from above in order of length of the SMILES, rising.
SMILES | HCMV antiviral | AMA1 RON2 block | AmpC detergent | AmpC inh no detg | Shiga toxin inh | CHX counter | Giardia FBPA inh
Cc1occc1C(=O)N/N=C/C=C/c1ccccc1 | -24 | 74%[activator] | ? | -27% | 85 | 41* | -20%
Cc1ccc(CSc2nc3c(c(N(C)C)n2)CCCC3)cc1 | -35 | 49%[activator] | -8% | -25% | 5 | 6 | 3%
CCn1c(SCC(=O)Nc2ccccc2C(=O)OC)nnc1-c1ccc(N)cc1 | -12 | -8% | -7% | 0% | -5 | 1 | -3%
O=C(c1cnn2c(C(F)F)cc(-c3ccccc3)nc12)N1CCN(Cc2ccc3c(c2)OCO3)CC1 | -25 | -25% | 6% | 179%[activator] | -11 | -5 | 8%

Random draw from the library; 16% or so of the library scored in one or more.
